Compound activity: PubChem, several laboratories
MrgX1 ag: agonists of human MrgX1 receptor | Q96LB2 | MrgX1-HEK293 cells, Fluo-4 calcium fluorescence, agonist mode; stronger effect = higher value | B-score at 10 µM | actives 0.44% (n = 310,000) | AID 588627;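 active = calcium response B-score plate-corrected fluorescence ratio at least 3 library SD, with starting fluorescence B-score inside 5 SD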
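Material: MrgX1-expressing HEK293 cells / Dosing: compound as first of three additions / Incubation: overnight seeding, then 1 h dark dye loading / Signal: Fluo-4 NW calcium fluorescence / Evaluation: B-scored fluorescence response ratio / Benchmarks: positive and negative control wells on each plate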
TMEM16A inh: inhibitors of mouse TMEM16A calcium-activated chloride channel. Q8BHY3. HEK293 TMEM16A/YFP iodide influx fluorescence, ionomycin. normalized B-score (activity score, 25-100; higher = stronger inhibition) at 10 µM. actives 1.2% (n = 310,000);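 active = ratio plate-corrected score three or more library SD toward inhibition, starting fluorescence score within five deviations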;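 note: score derived from kinetic fluorescence span divided by baseline fluorescence per well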
Target sequence (Q8BHY3 whole entry, looked up): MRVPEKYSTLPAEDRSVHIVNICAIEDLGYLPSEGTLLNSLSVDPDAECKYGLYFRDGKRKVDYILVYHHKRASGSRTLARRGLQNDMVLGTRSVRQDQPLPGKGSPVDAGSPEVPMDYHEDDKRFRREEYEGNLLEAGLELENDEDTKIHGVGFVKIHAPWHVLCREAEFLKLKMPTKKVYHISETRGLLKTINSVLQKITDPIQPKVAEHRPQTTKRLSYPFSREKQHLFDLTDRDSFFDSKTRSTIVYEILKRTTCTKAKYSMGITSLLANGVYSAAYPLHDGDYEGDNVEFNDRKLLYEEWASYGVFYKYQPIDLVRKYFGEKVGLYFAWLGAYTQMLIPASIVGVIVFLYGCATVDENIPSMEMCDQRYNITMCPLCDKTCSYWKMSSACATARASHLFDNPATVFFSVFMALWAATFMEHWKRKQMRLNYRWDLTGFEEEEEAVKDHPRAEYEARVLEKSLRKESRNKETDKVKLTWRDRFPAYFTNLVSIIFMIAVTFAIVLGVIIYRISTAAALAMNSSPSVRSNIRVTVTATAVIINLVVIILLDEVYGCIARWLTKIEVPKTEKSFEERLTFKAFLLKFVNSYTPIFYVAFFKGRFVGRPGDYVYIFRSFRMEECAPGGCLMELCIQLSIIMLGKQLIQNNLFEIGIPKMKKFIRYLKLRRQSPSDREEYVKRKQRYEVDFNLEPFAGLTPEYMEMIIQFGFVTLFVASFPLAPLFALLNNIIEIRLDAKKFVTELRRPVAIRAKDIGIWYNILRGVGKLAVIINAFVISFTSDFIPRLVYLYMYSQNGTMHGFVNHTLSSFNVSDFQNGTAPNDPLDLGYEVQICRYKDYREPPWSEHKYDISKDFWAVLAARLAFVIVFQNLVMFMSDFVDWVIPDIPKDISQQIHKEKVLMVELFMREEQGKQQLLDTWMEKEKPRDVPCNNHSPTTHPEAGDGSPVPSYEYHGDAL
TRPC6 inhibitor: blocks the mouse TRPC6 cation channel; actives 1.1% (n = 310,000); AID 2553; Q61143; HEK293-TRPC6, membrane potential dye, ACh-evoked depolarization; stronger effect = lower value; B-score at 10 µM;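 active = B-score under library mean minus 3 SD, initial fluorescence not abnormally high, positive integrated signal ratio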;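 note: B-score derived from integrated fluorescence ratio over the kinetic read; more negative B-score means stronger inhibition of depolarization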
TRPC6 act: mouse TRPC6 channel activation | actives 0.13% (n = 310,000) | AID 2550 | B-score at 10 µM | HEK293-TRPC6 membrane potential dye fluorescence; stronger effect = higher value;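 active = B-score of the integrated fluorescence ratio above library mean plus 3 SD, and starting fluorescence ratio within library mean plus 5 SD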;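 note: higher score means more depolarization so channel activation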
TRPC4 block: TRPC4 (mouse) channel inhibition. Q9QUQ5. HEK293 TRPC4beta/mu-opioid, DAMGO-evoked Fluo4 calcium flux; stronger effect = lower value. B-score at 10 µM. actives 0.39% (n = 300,000). AID 2247;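 active = B-score over 3 SD under the library average, no early fluorescence shift, positive overall ratio signal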
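Material: HEK293 cells with stable TRPC4beta plus mu-opioid receptor expression / Probe or stimulus: DAMGO in two steps, submaximal then maximal / Compound: single concentration per test compound / Technique: kinetic Fluo4 fluorescence imaging of calcium influx / Read-out: per-well B score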
TRPC4 potent: allosterically enhances the mouse TRPC4 cation channel. Q9QUQ5. HEK293 TRPC4beta/mu-opioid, DAMGO EC20, Fluo-4 Ca2+ flux; stronger effect = higher value. B-score at 10 µM. actives 0.42% (n = 310,000). AID 2227;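 active = B-score of calcium response area above 5 SD of library B-scores, with initial fluorescence ratio within 5 SD of library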;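 note: B-score of integrated fluorescence ratio over time as area under calcium response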
MrgX1 PAM: allosterically activates human MrgX1 receptor signaling. Q96LB2. MrgX1-HEK293, Fluo-4 calcium flux, FDSS; stronger effect = higher value. B-score at 10 µM. actives 0.63% (n = 310,000);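 active = plate-corrected calcium response at least 3 library SD above typical, normal starting fluorescence, not activating the receptor alone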;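 note: compound read alongside a low EC10 to EC30 dose of BAM8-22 agonist; peak minus trough fluorescence over baseline measured at the second addition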
TMEM16A act: activators or potentiators of mouse TMEM16A chloride channel; Q8BHY3; actives 0.3% (n = 340,000); HEK293 TMEM16A/YFP-H148Q/I152L, iodide quench fluorescence; stronger effect = lower value; B-score at 10 µM;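 active = fluorescence-ratio B-score plate-corrected deviation score at least 3 library SD below zero, with starting fluorescence score within 5 deviations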;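 note: channel opened by trigger with iodide after compound preincubation; score built on the fluorescence ratio of max minus min over baseline; more negative score means more quench and so TMEM16A activation or potentiation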
SKKanGAS inh: blocks kanamycin growth of S. pyogenes SKKanGAS strain; BacTiter-Glo, 6 h; inhibition, % at 7.5 µM; actives 1.3% (n = 300,000);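 active = mean replicate score, as percent of positive control median, at least 50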;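 note: strain carries kanamycin resistance gene driven by streptokinase promoter and grows in 40 µg/ml kanamycin; loss of luminescence reflects streptokinase promoter inhibition or plain growth inhibition; 0% = median of DMSO wells and 100% = positive control at its reference dose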
MrgX1 antag: antagonists of human MrgX1 receptor; Q96LB2; MRGX1-HEK293 calcium flux, Fluo-4, BAM8-22 antagonism; stronger effect = lower value; B-score at 10 µM; actives 1.3% (n = 310,000);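 active = calcium-response B-score plate-corrected more than 3 library SD below zero, starting fluorescence within 5 deviations, no agonist response on first addition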;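 note: peak minus trough fluorescence over baseline after final BAM8-22 challenge near maximal dose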
TRPC4 act: opens the mouse TRPC4 cation channel; HEK293 TRPC4beta/mu-opioid, Fluo4 calcium fluorescence; stronger effect = higher value; AID 2237; actives 0.49% (n = 310,000); B-score at 10 µM;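 active = B-score above 5 SD of library B-scores, and initial fluorescence ratio not above library mean plus 5 SD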;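 note: positive B-score marks a calcium rise read as TRPC4 activation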
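System – HEK293 cells stably co-expressing mouse TRPC4beta and mu-opioid receptor · Signal – Fluo4 calcium-sensitive dye fluorescence, kinetic, 1 Hz baseline · Benchmarks – buffer (low) and maximal DAMGO (high) · Read-out – B score of integrated fluorescence ratio per well · Incubation – dye loading 45 min room temperature, 110 s kinetic read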
* = called active by the depositor; i = inactive; x = not tested or not shown. Outcome played no part in choosing rows; 6.7% or so of the library scored in one or more.

SMILES	MrgX1 ag	TMEM16A inh	TRPC6 inhibitor	TRPC6 act	TRPC4 block	TRPC4 potent	MrgX1 PAM	TMEM16A act	SKKanGAS inh	MrgX1 antag	TRPC4 act
Cc1ccc(C(=O)OCC(=O)Nc2ccc3[nH]c(=O)[nH]c3c2)cc1S(=O)(=O)N1CCOCC1	i	i	i	i	i	i	i	i	-8	i	i
Cc1nn(C)c(C(=O)N/N=C/c2cccnc2)c1Cl	i	i	i	i	i	i	i	i	-1	i	i
CC(C)C[C@@H]1NC(=O)[C@H](CO)NC(=O)c2cc([N+](=O)[O-])cc(I)c2OCC[C@@H](C(N)=O)NC1=O	i	i	x	x	x	x	i	i	x	i	x
Cc1cc(=O)[nH]c(SCC(=O)Nc2nnc(CC(C)C)s2)n1	i	i	i	i	i	i	i	i	0	i	i
Cc1onc(-c2ccccc2)c1C(=O)N1CCN(c2ccc([N+](=O)[O-])cc2)CC1	i	i	i	i	i	i	i	i	6	i	i
CCCc1nc(SCc2ccc(Cl)cc2Cl)n[nH]1	i	i	i	i	i	i	i	i	0	i	i
Cn1cc(CN2CCC(C(O)c3cccs3)CC2)c(-c2cccc(Cl)c2)n1 (configuration not stated)	i	i	i	i	i	i	i	i	4	i	i
COc1ccccc1-c1ccc2nnc(SCC(=O)N3CCCC3)n2n1	i	i	i	i	i	i	i	i	2	i	i
CCOc1ccccc1NC(=O)NCc1cccnc1	i	i	i	i	i	i	i	i	-4	i	i
O=C(CSc1nnnn1-c1ccccc1)Nc1ccccc1	i	i	i	i	i	i	i	i	-8	i	i
CC1CC(C)CN(CCCNC(=O)Cc2c(C(=O)O)[nH]c3ccccc23)C1 (configuration not stated)	i	i	i	i	i	i	i	i	4	i	i
COc1ccc(S(=O)(=O)N2CCN(CC(=O)Nc3ccccc3Cl)CC2)cc1	i	i	i	i	i	i	i	i	4	i	i
Cc1cccc(NC(=O)c2ccc3c(c2)OCCO3)c1	x	x	i	i	i	i	x	i	12	x	i
CNc1nc(N)c([N+](=O)[O-])c(NCCO)n1	i	i	i	i	i	i	i	i	-1	i	i
COc1cccc(/C=N/NC(=O)C(=O)N2CCCC2)c1O	i	i	i	i	i	i	i	i	-2	i	i
COC(c1ccccc1)c1nnc(CCC(=O)NCCc2ccc(Cl)cc2)o1 (configuration not stated)	i	i	i	i	i	i	i	i	0	i	i
Cc1c(Cl)cccc1NC(=O)CCCCCN1C(=O)CCC1=O	i	i	i	i	i	i	i	i	0	i	i
COc1cc(C=O)ccc1OCC(=O)Nc1ccc2c(c1)OCO2	i	i	i	i	i	i	i	i	-1	i	i
CCCCOC(=O)c1ccc(NC(=O)COC(=O)C2CSC3(C)CCC(=O)N23)cc1 (configuration not stated)	i	25*	-5.7*	i	i	i	i	i	0	i	i
O=C(c1cccc(S(=O)(=O)Nc2ccccc2Cl)c1)N1CCN(C(=O)c2ccco2)CC1	i	i	i	i	i	i	11*	i	-1	i	i
O=C(COC(=O)CNC(=O)c1ccccc1)Nc1ccc(S(=O)(=O)N2CCCC2)cc1	i	i	i	i	i	i	i	i	0	i	i
O=C(c1ccncc1)N1CCN(S(=O)(=O)c2cccc(Cl)c2)CC1	i	i	i	i	i	i	i	i	-3	i	i
CCS(=O)(=O)N1CCN(c2ccc(C(=O)NC3C4CC5CC(C4)CC3C5)cc2[N+](=O)[O-])CC1 (configuration not stated)	i	i	i	i	i	i	i	i	18	i	i
CC(=O)Nc1cccc(OCC(=O)Nc2ccccc2)c1	i	i	i	i	i	i	i	i	-24	i	i
COc1cccc(Cl)c1NC(=O)N1CCN(c2ccnc3cc(Cl)ccc23)CC1	i	i	i	i	i	i	i	i	20	i	i

A draw from above in order of length of the SMILES, highest first.
SMILES	MrgX1 ag	TMEM16A inh	TRPC6 inhibitor	TRPC6 act	TRPC4 block	TRPC4 potent	MrgX1 PAM	TMEM16A act	SKKanGAS inh	MrgX1 antag	TRPC4 act
Cc1cc(=O)[nH]c(SCC(=O)Nc2nnc(CC(C)C)s2)n1	i	i	i	i	i	i	i	i	0	i	i
CC(=O)Nc1cccc(OCC(=O)Nc2ccccc2)c1	i	i	i	i	i	i	i	i	-24	i	i
CCOc1ccccc1NC(=O)NCc1cccnc1	i	i	i	i	i	i	i	i	-4	i	i

Further compounds:
SMILES	MrgX1 ag	TMEM16A inh	TRPC6 inhibitor	TRPC6 act	TRPC4 block	TRPC4 potent	MrgX1 PAM	TMEM16A act	SKKanGAS inh	MrgX1 antag	TRPC4 act
N#CC12COC3(CCCCC3C1(C#N)C#N)OC2=N (configuration not stated)	i	i	i	i	i	i	i	i	-1	i	i
CCCCc1cc(=O)oc2cc(C)cc(OC(C)C(=O)O)c12 (configuration not stated)	i	i	i	i	i	i	i	i	3	i	i
Cc1ccc(-c2nnnn2-c2ccc(C)cc2)cc1	i	i	i	i	i	i	i	i	-14	i	i
Cc1ccccc1C(=O)N1CCC(C(=O)NC2CCCCC2)CC1	i	i	i	i	i	i	i	i	-6	i	i
Cc1c(/C=C(\C#N)C(=O)NCc2ccccc2)cc(C#N)n1C	i	i	i	i	i	i	i	i	6	i	i
Cc1nc2ccccc2nc(C)c1=NOCc1ccccc1Cl	i	i	i	i	i	i	i	i	0	i	i
CCCc1cc(C(=O)N2CCN(c3ccc(C(F)(F)F)cn3)CC2)sc1C	i	100*	i	i	i	i	i	i	8	i	i
COC(=O)C1(C)NC(c2ccco2)C2C(=O)N(c3ccc(C)cc3)C(=O)C21 (configuration not stated)	i	i	i	i	i	i	i	i	3	i	i
Cc1c(Cl)c([N+](=O)[O-])nn1CC(=O)Nc1c(C)n(C)n(-c2ccccc2)c1=O	i	i	i	i	i	i	i	i	7	i	i
C/C(CC(=O)Nc1ccc(N(C)C)cc1)=N\NC(=O)c1ccc([N+](=O)[O-])cc1Cl	i	i	i	i	i	i	i	i	-1	i	i
CC(C(=O)NCc1ccccc1)N1CCN(c2ccc(F)cc2)CC1 (configuration not stated)	i	i	i	i	i	i	i	i	-2	i	i
Cc1cc(S(=O)(=O)N2CCN(c3ncccn3)CC2)ccc1-n1cnnn1	i	i	i	i	i	i	i	i	6	i	i
CNc1nc(Nc2ccccc2)nc(OCC(F)(F)F)n1	i	i	i	i	i	i	i	i	-1	i	i
O=C(O)CCN1C(=O)C2C3c4ccccc4C(c4ccccc43)[C@@H]2C1=O (some centres not stated)	i	i	i	i	i	i	i	i	2	i	i
Cc1cc(C(=O)N/N=C/c2ccc(O)c(O)c2O)c(C)n1-c1ccccc1	x	x	i	i	i	i	x	i	30	x	i
CN1C(=O)C2(OCC(CO)([N+](=O)[O-])CO2)c2ccccc21 (configuration not stated)	i	i	i	i	i	i	i	i	-2	i	i
CC1CN=C(N(Cc2ccccc2)C(=O)Nc2ccccc2)S1 (configuration not stated)	i	i	i	i	i	i	i	i	-7	i	i
COc1ccc(CNC(=O)CN2C(=O)NC(C)(c3cccc(Br)c3)C2=O)cc1 (configuration not stated)	i	i	i	i	i	i	i	i	1	i	i
CCOC(=O)Cn1cc(/C=N/NC(=O)CC#N)c2ccccc21	i	i	i	i	i	i	i	i	-15	i	i
O=C(/C=C/c1cccc(F)c1)Nc1ccc(S(=O)(=O)Nc2ncccn2)cc1	i	i	i	i	i	i	i	i	16	i	i
O=C(NCc1cccc(Br)c1)C1CC(c2cc(C(F)(F)F)cc(C(F)(F)F)c2)=NO1 (configuration not stated)	i	i	i	i	i	i	i	i	0	i	i
COC(=O)c1ccc(C(=O)OC)c(NC(=O)C2CC2)c1	i	i	i	i	i	i	i	i	3	i	i
Cc1ccc(CN2CCC(n3nccc3NC(=O)c3ccccc3C)CC2)o1	i	i	i	i	i	i	i	i	-7	i	i
CCn1ncc2c1C(=O)NC1c3ccccc3C(=O)N21 (configuration not stated)	i	i	i	i	i	i	i	i	-6	i	i
COc1ccc(-c2csc(NC(=O)CCCc3cccs3)n2)cc1	i	i	i	i	i	i	i	i	-2	i	i

Next results follow.
SMILES	MrgX1 ag	TMEM16A inh	TRPC6 inhibitor	TRPC6 act	TRPC4 block	TRPC4 potent	MrgX1 PAM	TMEM16A act	SKKanGAS inh	MrgX1 antag	TRPC4 act
Cn1cccc1C(=O)OCc1ccc(C(C)(C)C)cc1	i	i	i	i	i	i	i	i	30	i	i
Cc1cc(S(=O)(=O)NCC(c2ccc(F)cc2)N2CCN(C)CC2)ccc1F (configuration not stated)	i	i	i	i	i	i	i	i	2	i	i
O=C(NCCCN1CCCC1=O)NC12CC3CC(CC(C3)C1)C2	i	i	i	i	i	i	i	i	3	i	i
CC(=O)Nc1ccc(NC(=O)CCCN2C(=O)c3ccccc3C2=O)cc1	i	i	i	i	i	i	i	i	-1	i	i
COc1ccccc1NC(=O)CN1CCN(C2c3ccccc3-c3ccccc32)CC1	i	i	i	i	i	i	i	i	27	i	i
Cc1cc(C)n(C(=O)c2cc([N+](=O)[O-])cc([N+](=O)[O-])c2)n1	i	i	i	i	i	i	i	i	0	i	i
COc1ccc(-c2ocnc2C(=O)N2CCN(Cc3cccnc3)CC2)cc1	i	i	i	i	i	i	i	i	-3	i	i
CCOC(=O)Cc1csc(NC(=O)Nc2cccc(Cl)c2)n1	i	i	i	i	i	i	i	i	8	-7.4*	i
COC(=O)c1ccc(CN2CCc3ccccc32)cc1	i	i	i	i	i	i	i	i	3	i	i
COc1ccc(NC(=O)c2sc(SC)nc2N)cc1	i	i	i	i	i	i	i	i	-6	i	i
CC(=O)Oc1ccc(NC(=O)CCC2CCCCC2)c(C(=O)O)c1	i	i	i	i	-6*	i	i	i	3	i	i
O=S(=O)(c1ccc(NC2CCCc3ccccc32)nc1)N1CCOCC1 (configuration not stated)	i	i	i	i	i	i	i	i	-4	i	i
CCN1C(=O)CSc2ccc(C(=O)NCc3ccco3)cc21	i	i	i	i	i	i	i	i	-1	i	i
C=CCn1c(-c2csc(-c3ccc(OC)c(OC)c3)n2)n[nH]c1=S	i	i	i	i	i	i	i	i	9	i	i
CO/N=C(/C)CCS(=O)(=O)c1ccccc1	i	i	i	i	i	i	i	i	4	i	i
CCOC(=O)c1oc2ccccc2c1NC(=O)Cc1cccs1	i	i	i	i	i	i	i	i	0	i	i
